# Bcl-xL primary: blocks human Bcl-xL binding to Bim BH3 peptide; GST-Bcl-xL / FITC-Bim BH3 peptide fluorescence polarization; inhibition, % at 10.9 µM; hit rate 0.7% among 320,000; AID 2129;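 active means inhibition above the mean of all tested compounds plus 3 SD, cutoff set per campaign, cut at about 30% in these data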;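 further: 0% = DMSO wells and 100% = unlabeled Bim-BH3 peptide competitor; inhibitors lower millipolarization by displacing the labeled peptide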
# Target sequence (Q07817 whole entry, looked up): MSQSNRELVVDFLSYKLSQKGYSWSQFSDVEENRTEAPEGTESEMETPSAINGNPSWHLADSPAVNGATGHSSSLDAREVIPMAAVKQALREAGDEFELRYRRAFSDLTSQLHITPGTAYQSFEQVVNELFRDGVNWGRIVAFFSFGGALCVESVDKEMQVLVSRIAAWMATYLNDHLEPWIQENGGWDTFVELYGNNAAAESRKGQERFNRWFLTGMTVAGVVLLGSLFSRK
# VLA-4 inh: inhibition in a human VLA-4 binding assay. VLA-4 expressing cells, ligand binding flow cytometry. inhibition, % (about 7 µM as worked out from the volumes in the protocol). hit rate 0.2% among 330,000. AID 2557; in the data active means inhibition above about 50%
# GLD-1 TGE inh: GLD-1-TGE RNA interaction inhibition (C. elegans); hit rate 0.44% among 320,000; AID 2280; Q17339; inhibition, % at 5.96 µM; purified GLD-1 + fluorescein TGE RNA, fluorescence polarization;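 active means percent inhibition above a per-plate cutoff, the plate mean of test compounds plus 3 SD, cut at about 30% in these data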;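 further: 0% = DMSO wells with GLD-1 and probe and 100% = wells lacking GLD-1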
# Fam108B counter: counter-screen for RBBP9 inhibitors: inhibitors of mouse Fam108B; recombinant Fam108B, FP-Rh probe fluorescence polarization; inhibition, % at 9.51 µM; hit rate 0.33% among 300,000; AID 1947;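 active means inhibition above the screen mean inhibition plus 3 SD, computed separately per campaign, cut at about 18% in these data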;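 further: inhibitors lower polarization as less probe binds the enzyme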
# PME-1 inh: PME-1 (human) inhibition. recombinant PME-1, FP-Rh probe fluorescence polarization. inhibition, % at 5.9 µM. hit rate 0.53% among 320,000;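 active means inhibition above the campaign mean of all compounds plus 3 SD, cut at about 26% in these data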;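 further: competitive labeling of PME-1 active site by serine hydrolase directed probe; 0% = PME-1 with DMSO and 100% = wells lacking PME-1 enzyme; inhibitors block probe labeling so polarization falls and inhibition rises; many of its hits are not listed in these tables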
# GRK2 inh: human GRK2 inhibition via aptamer displacement | bead flow cytometry, FAM-aptamer displacement from GRK2 | inhibition of aptamer binding, % at 10 µM | hit rate 0.59% among 330,000;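 active means inhibition of aptamer binding above 40%, roughly 3 SD of noise, on plates passing a quality check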;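 further: median bead fluorescence of bound FAM aptamer so fluorescent compounds give negative values; no value below 0 was filed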
# Target sequence (P25098 whole entry, looked up): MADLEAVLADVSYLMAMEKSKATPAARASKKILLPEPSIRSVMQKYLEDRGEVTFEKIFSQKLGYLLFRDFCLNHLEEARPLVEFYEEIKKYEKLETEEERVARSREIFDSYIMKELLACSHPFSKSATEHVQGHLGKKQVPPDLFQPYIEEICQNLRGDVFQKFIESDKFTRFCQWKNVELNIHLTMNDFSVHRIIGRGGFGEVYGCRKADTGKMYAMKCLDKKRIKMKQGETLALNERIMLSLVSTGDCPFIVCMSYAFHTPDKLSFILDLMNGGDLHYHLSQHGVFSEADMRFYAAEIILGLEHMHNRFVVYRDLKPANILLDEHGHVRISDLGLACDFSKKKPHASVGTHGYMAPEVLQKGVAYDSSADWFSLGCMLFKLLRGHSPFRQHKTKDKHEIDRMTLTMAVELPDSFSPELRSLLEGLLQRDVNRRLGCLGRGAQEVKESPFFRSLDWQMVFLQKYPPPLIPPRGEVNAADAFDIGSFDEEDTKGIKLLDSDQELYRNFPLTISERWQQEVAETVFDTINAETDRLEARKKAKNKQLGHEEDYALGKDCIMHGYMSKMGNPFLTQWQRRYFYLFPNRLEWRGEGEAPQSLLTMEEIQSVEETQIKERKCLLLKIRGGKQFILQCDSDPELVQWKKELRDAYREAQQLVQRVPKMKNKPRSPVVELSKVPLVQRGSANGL
# MCL1 BIM primary: inhibitors of human MCL1 binding to BIM-BH3 peptide; inhibition, % at 10.9 µM; GST-MCL1 / FITC-Bim-BH3 fluorescence polarization; hit rate 0.68% among 320,000;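 active means inhibition above the mean inhibition of all tested compounds plus 3 SD, set per campaign, cut at about 40% in these data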;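 further: 0% = DMSO wells and 100% = unlabeled Bim-BH3 peptide control; higher means more loss of mP so more displacement of Bim peptide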
# MEX-5 binding: C. elegans MEX-5 TCR-2 RNA binding activity. Q9XUB2. activity score (negative = inhibition of binding), % at 10 µM. MEX-5/FITC-TCR2 RNA binding, fluorescence polarization; hits give low values. hit rate 0.38% among 300,000;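 active means inhibition past about -25% in most replicates, and total fluorescence under double the plate's negative control median, limit read from the data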;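 further: 0% = DMSO and -100% = 5 µM competing unlabeled TCR2 RNA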
# Efflux pump mplx: antifungal efflux pump inhibition, Nile Red retention; S. cerevisiae Candida pump triplex; inhibition, % at 10 µM; hit rate 0.44% among 330,000;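 active means plate passing quality check with inhibition over a set limit, or well fluorescence over plate mean plus 4 SD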;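 further: Nile Red retained in pooled yeast measured as flow cytometry median fluorescence; 0% = buffer negative control and 100% = Enniatin B positive control; higher means more Nile Red kept so more efflux inhibition; some compounds called inactive have numbers as strong as hits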
# Numbers without * were called inactive; / = not tested or not shown. An excerpt; count on the stated rates, not on these rows.
# Order of values: Bcl-xL primary	VLA-4 inh	GLD-1 TGE inh	Fam108B counter	PME-1 inh	GRK2 inh	MCL1 BIM primary	MEX-5 binding	Efflux pump mplx
- O=C(NCC(c1ccc(F)cc1)N1CCOCC1)c1cccnc1Sc1ccc(Cl)cc1 (stereo not given)
 : 3	-8	-4	1	-7	1	1	-1.5	-0.1
- O=[N+]([O-])c1ccc(Cl)c(-c2ccc(/C=N/n3cnnc3)o2)c1
 : 0	-5	-4	-4	6	6	3	-1.1	0.1
- CCN(CC)C1=NC=CC(c2ccccc2)=CC1C (stereo not given)
 : 3	-6	-4	-3	6	3	2	1.6	-7.3
- CC(C)(C)c1ccc(OCCC(=O)NCCc2ccc(S(N)(=O)=O)cc2)cc1
 : /	1	/	/	/	0	/	-0.1	0.3
- Cc1ccc(-n2nnnc2Sc2ccc(S(=O)(=O)NCCN(C)C)cc2[N+](=O)[O-])cc1
 : 3	10	1	-3	-2	0	-1	-1.1	-0.1
- C#CCNC(=O)C1=C[C@H](c2ccccc2)C[C@H](OCCCCO)O1
 : 5	-2	2	2	1	3	4	-0.2	0.0
- CC1CCCCC1N=CC1=C(O)CC(C)(C)CC1=O (stereo not given)
 : 3	11	2	2	-1	0	3	-0.7	-0.7
- Cc1ccc(CNC(=O)C(NS(=O)(=O)c2cccc3nsnc23)C(C)C)cc1 (stereo not given)
 : 1	-8	2	1	1	0	6	3.2	-0.3
- O=C(Nc1cccc(Br)c1)C1CCCC1
 : -1	16	-3	4	4	0	1	0.1	-0.1
- CCC1CCCCN1CCCNC(=O)Cn1c(=O)c2cccn2c2cccnc21 (stereo not given)
 : -3	2	-12	-3	2	4	0	1.5	0.4
- Cc1ccc(C(=O)CC(=O)c2cccc(F)c2)c(O)c1
 : -2	6	2	1	-8	0	-4	0.8	0.0
- COc1cc2[nH]ccc(=O)c2cc1OC
 : 7	-18	-1	-4	-4	3	3	1.2	-0.2
- COc1cccc(CN2CCN(Cc3ccc(O)cc3)CC2CCO)c1 (stereo not given)
 : -1	4	1	2	9	0	1	0.6	-0.1
- CC(=O)Nc1nc2c(c3c1c(=O)oc1ccccc13)CCCCC2
 : -4	4	4	0	-1	0	-10	-2.1	-0.1
- O=C(NC1CCCCC1)N1CCCC(c2nc3ccccc3[nH]2)C1 (stereo not given)
 : -9	-5	-1	0	-3	1	-11	0.0	-0.3
- O=C(NCCc1ccccc1)c1ccc(-c2ccccc2Cl)o1
 : 3	-2	3	-7	-11	1	-4	-2.2	-0.2
- COc1ccccc1C(=O)n1nc(-c2ccco2)nc1N
 : 9	-9	7	4	-8	0	6	-2.9	-0.1
- COc1ccc(NC(=O)COC(=O)c2cc(=O)c3ccccc3o2)cc1OC
 : -1	-8	-1	/	-2	2	-3	/	-0.2
- Cc1ccc(Cn2ncc3c(N4CCCC4)ncnc32)cc1
 : 3	17	1	8	3	2	-2	1.0	0.1
- C/C(N)=C(/C#N)C(=O)CSc1n[nH]c(-c2cccs2)n1
 : -6	10	-2	1	2	0	1	-1.2	0.1
- O=C1c2cccnc2C(=O)N1Cc1ccc(Cl)cc1
 : 6	-5	3	-1	4	7	8	0.3	0.0
- COc1ccc(NS(=O)(=O)c2cc(NC(=O)c3ccc(=O)[nH]n3)ccc2N2CCOCC2)cc1
 : 8	-6	3	/	0	1	7	/	-0.2
- CC(C)CC(NC(=O)C1CCC(C)CC1)C(=O)Nc1cccnc1 (stereo not given)
 : 5	5	4	3	0	0	5	/	0.1
- O=C1CCc2cc(S(=O)(=O)Nc3ccc(C(F)(F)F)cc3)cc3c2N1CC3
 : -2	2	10	3	-2	0	2	-1.1	-0.1
- Cn1c(=O)c2c(nc(CN3CCc4ccccc4C3)n2CC(=O)c2ccccc2)n(C)c1=O
 : 10	5	5	-4	0	0	10	-0.2	0.1
- O=C(NC(=S)Nc1cccc([N+](=O)[O-])c1)C1CCCCC1
 : 4	-5	-28	5	7	6	8	-0.1	0.2
- Cc1cccn2c(=O)c(C(=O)NCCCN3CC(C)CC(C)C3)c(O)nc12 (stereo not given)
 : 7	5	-2	-1	-3	0	5	0.8	-0.1
- O=C(Nc1cccc(Cl)c1)c1cc(-c2ccco2)on1
 : -2	0	-1	-8	-4	0	-1	-3.8	-0.1
- COc1ccc(C(=O)N2CCCC(Nc3ccc(C)c(C)c3)C2)cc1 (stereo not given)
 : 4	-12	3	-5	-3	2	9	1.5	0.1
- CC(=O)Nc1ccc(S(=O)(=O)N(C)Cc2cnn(C)c2)cc1
 : 5	7	2	3	0	0	-2	-0.8	0.0
- COc1ccc(OC)c(/C=C/C(=O)OCC(=O)NCc2ccco2)c1
 : -8	-1	2	/	2	0	-10	/	0.3
- COc1ccc(/C=N/NC(=O)CCc2c(C)n[nH]c2C)cc1O
 : 0	-4	0	-2	-4	2	1	1.3	0.0
- CCOC(=O)c1c(C)[nH]c(C)c1-c1ccccc1OC
 : 1	9	4	0	-2	2	-4	4.1	0.0
- COCc1ccccc1C1=CC(=O)C[C@H](c2ccc(OC)cc2)C1
 : 2	-10	7	/	1	4	8	/	-0.1
- Cn1cccc1Cc1nnc(SCC(=O)N2CCN(c3ccccc3)CC2)n1-c1ccc(F)cc1
 : -1	-3	10	3	-1	0	-5	/	-4.9
- CC1(C)CC(N(Cc2ccccc2)C(=O)Cc2ccccc2)CCO1 (stereo not given)
 : 7	-4	5	1	-3	2	-2	0.3	0.2
- Clc1ccc(OCCn2cnc(Cl)c2Cl)cc1
 : -3	-4	0	-1	-2	0	-2	2.6	0.3
- COc1ccccc1C(CC(=O)Nc1nccs1)c1ccco1 (stereo not given)
 : -1	6	-5	1	2	2	6	4.1	0.1
- CN(Cc1ccccc1)S(=O)(=O)c1nnc(NC(=O)c2ccccc2)s1
 : -2	24	0	-3	-3	0	-3	-0.5	-0.2
- COc1ccc(CCNC(=O)CSc2nnc(-c3cccc(F)c3)o2)cc1OC
 : 3	-3	4	-7	-2	2	3	2.1	-0.1
- COc1ccccc1NC(=O)Cn1cc(C(=O)c2ccco2)c2ccccc21
 : 8	-1	5	-5	3	5	4	-0.3	0.1
- Cc1nnc(SCC(=O)NCCN2C(=O)CSC2=O)s1
 : 1	27	3	10	-2	3	6	-1.3	0.0
- COc1ccc(Nc2nc(C)cc(C)c2C(N)=O)cc1OC
 : -2	-15	-1	-2	-6	0	-10	0.9	-0.1
- COc1ccc(CNC(=O)C2CCNCC2)cc1
 : -1	17	4	5	-2	0	2	1.2	0.2
- O=C(CCN1C(=O)C2CCCCC2C1=O)Nc1cc([N+](=O)[O-])ccc1Cl (stereo not given)
 : 6	-28	0	/	-3	0	1	/	-0.1
- c1ccc(Cn2nnc3c(N4CCc5ccccc5C4)ncnc32)cc1
 : 3	5	3	-4	2	26	5	1.3	0.1
- COc1ccc(-c2csc(NC(=O)CN3C(=O)C4CCCCC4C3=O)n2)c(OC)c1 (stereo not given)
 : -6	19	9	2	5	2	-7	0.5	0.1
- Cc1ccc(NC(=O)CSc2nnc(-c3cc(C)[nH]n3)n2N)c(C)c1
 : -5	11	0	1	-10	3	-8	1.1	0.4
- O=[N+]([O-])c1ccc(-c2cn(-c3ccccc3F)c(=S)[nH]2)cc1
 : 17	4	6	-2	-1	1	14	0.4	-0.1
- O=C(CN1C(=O)COc2ccccc21)N1CCN(C2CCCCC2)CC1
 : -4	0	2	1	-1	1	-1	2.5	0.0
- CCn1ccnc1CN1CCC(n2nccc2NC(=O)CCc2ccccc2)CC1
 : 1	-2	1	5	3	2	5	-2.2	-1.9
- Cc1ccc(S(=O)(=O)N/N=C\c2cc3c(cc2[N+](=O)[O-])OCO3)cc1
 : 6	3	-4	1	0	0	6	-0.4	0.0
- CC(=O)NC1=NC(=O)/C(=C/N2CCOCC2)S1
 : 3	-5	-9	3	2	0	6	2.0	-0.1
- COc1cccc(NC(=O)CSc2nc3ccccc3c(=O)n2CCCC(=O)NCC2CCCO2)c1 (stereo not given)
 : 3	2	2	0	9	0	0	-2.1	0.1
- C/C(CC(=O)N1CCN(C=O)CC1)=N\NC(=O)c1ccc(Cl)cc1
 : 2	-1	1	0	-5	0	5	-2.5	0.2
- C/C=C(/C)C(=O)Nc1cccc(C2=NOC3(C2)C[C@H](C(N)=O)N(C(=O)Cc2ccc([N+](=O)[O-])cc2)C3)c1 (stereo not given in full)
 : 3	1	1	0	2	0	2	1.0	0.0
- O=C(OCCCc1cc2ccccc2c(=O)o1)c1ccc(C(F)(F)F)cc1
 : 1	0	-1	/	-5	0	0	/	0.1
- Cn1ncc(Br)c1C(=O)N1CCN(C(=O)c2ccco2)CC1
 : 0	20	5	2	-1	0	6	0.6	-0.1
- Cc1ccc(OCC(=O)Nc2ccc3c(c2)CCC3)c([N+](=O)[O-])n1
 : 5	9	-2	-1	3	3	-4	1.7	0.3
- O=C(O)CSCC(=O)N(c1ccccc1)c1ccccc1
 : 7	3	1	0	-1	3	-6	0.9	-0.2

# Continuation.
# Order of values: Bcl-xL primary	VLA-4 inh	GLD-1 TGE inh	Fam108B counter	PME-1 inh	GRK2 inh	MCL1 BIM primary	MEX-5 binding	Efflux pump mplx
- COc1cccc(CN2CC(C(=O)NC3CCC(O)CC3)CCC2=O)c1 (stereo not given)
 : -3	-9	-2	3	-5	8	-9	-1.3	0.1
- CC(=O)c1cccc(NC(=O)N2CCCC2C(=O)NCc2ccc(C)cc2)c1 (stereo not given)
 : 1	6	-3	1	0	0	-6	1.9	-0.1
- CN1CCC(N(C)CC(O)c2ccccc2)CC1 (stereo not given)
 : 3	12	-1	2	4	1	0	-0.7	0.0
- Cc1ccc(-c2nnc(SCC(=O)Nc3ccc4c(c3)OCCO4)n2N)cc1
 : 1	-1	6	1	3	1	7	/	-0.1
- Cc1cccc(C(=O)NC2CCN(S(=O)(=O)c3ccc(F)cc3)CC2)c1
 : -1	-4	4	-4	-5	1	-6	4.1	0.3
- COc1ccccc1N1CCN(C(=O)c2ccco2)CC1
 : 3	13	-1	1	-1	0	1	-0.2	0.1
- COc1ccc(C2N(c3ccc4c(c3)OCCO4)C(=O)C2(F)F)cc1OC (stereo not given)
 : 2	2	1	-2	-6	1	-3	1.2	0.0
- O=C(CSc1ccc2nnc(-c3ccccc3)n2n1)N1CCCc2ccccc21
 : 1	19	-1	1	-4	2	-4	/	-0.1
- CCOC(=O)[C@H]1[C@H]2COc3ccc(OC)cc3[C@@H]2N2C(=O)c3cc(F)c(F)cc3NC(=O)[C@@]12C
 : 2	/	2	0	1	/	11	/	/
- CN1CCN(C(=O)c2cnn3c2NC(c2ccccc2)CC3C(F)(F)F)CC1 (stereo not given)
 : 3	0	1	7	-3	1	8	1.2	-0.1
- CCSc1nc2ccccc2n1CC(N)=O
 : 6	20	2	1	2	1	3	1.9	0.0
- Cc1occc1C(=O)NCc1ccccc1
 : 2	-3	7	2	-4	0	4	-2.5	0.0
- CC(/C=N/n1c(-c2ccco2)n[nH]c1=S)=C\c1ccco1
 : 0	-2	2	3	0	4	19	/	-0.1
- Cc1cccc(C(c2c(C)nn(-c3ccccc3)c2N)c2c(C)nn(-c3ccccc3)c2N)c1
 : 1	13	-3	0	-4	0	-2	-0.4	0.3
- Cc1cc(C)nc(NC(C)(C)C(=O)O)n1
 : 0	13	2	0	-3	0	11	-2.5	0.1
- CN(C)c1cccc(C(=O)NNC(=O)CSc2ccccc2)c1
 : 3	8	4	-2	2	0	13	-0.1	0.1

# Some values from the entries so far:
# Under GLD-1 TGE inh, CN1CCC(N(C)CC(O)c2ccccc2)CC1 (stereo not given) reads -1
# Under VLA-4 inh, CCSc1nc2ccccc2n1CC(N)=O reads 20
